JMJD2C inh: inhibitors of human GASC-1 (JMJD2C) demethylase. Q9H3R0. GST-JMJD2C(1-420) H3K9me3 demethylation, DELFIA europium. inhibition, % at 2.35 µM. hit rate 0.069% among 330,000. AID 2099;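 active = more than half of a compound's replicate wells show inhibition beyond 50%, single wells judged on their own value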;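 note: signal counts dimethyl H3K9 product captured on neutravidin plate; 0% = median of DMSO wells and 100% = 0.3 times that DMSO median; strong numbers were not always called active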
Target sequence (Q9H3R0 1-420 limits assumed): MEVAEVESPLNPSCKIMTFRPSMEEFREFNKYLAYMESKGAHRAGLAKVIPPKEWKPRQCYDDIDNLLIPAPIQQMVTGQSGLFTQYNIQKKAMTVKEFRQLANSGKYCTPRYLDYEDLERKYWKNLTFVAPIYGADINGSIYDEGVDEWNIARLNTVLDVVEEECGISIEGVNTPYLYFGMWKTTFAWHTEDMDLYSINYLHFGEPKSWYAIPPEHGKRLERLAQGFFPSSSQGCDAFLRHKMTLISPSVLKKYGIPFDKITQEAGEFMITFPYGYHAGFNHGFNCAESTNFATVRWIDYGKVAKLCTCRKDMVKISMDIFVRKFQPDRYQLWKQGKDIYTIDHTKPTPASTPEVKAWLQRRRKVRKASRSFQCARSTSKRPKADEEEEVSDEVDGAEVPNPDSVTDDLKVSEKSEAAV
proCasp3 act: procaspase-3 (human) activation; P42574; recombinant procaspase-3 D3A, Ac-DEVD-pNA absorbance 405 nm; activation, % at 8.5 µM; hit rate 0.11% among 330,000; AID 463141;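 active = activation above the mean of all tested compounds plus 3 SD, cut at about 21% in these data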;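 note: 0% = DMSO alone and 100% = DMSO wells spiked with extra 5 µM PC-3 D3A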
Target sequence (P42574 whole entry D9A/D28A/D175A): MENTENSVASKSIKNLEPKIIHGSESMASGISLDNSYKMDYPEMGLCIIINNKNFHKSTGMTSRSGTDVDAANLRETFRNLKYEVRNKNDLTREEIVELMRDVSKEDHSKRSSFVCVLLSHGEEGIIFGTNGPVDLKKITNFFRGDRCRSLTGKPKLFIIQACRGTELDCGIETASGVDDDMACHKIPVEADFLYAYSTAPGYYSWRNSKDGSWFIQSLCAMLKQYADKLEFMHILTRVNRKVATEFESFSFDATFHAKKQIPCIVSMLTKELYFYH
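Technique: 405 nm absorbance of p-nitroaniline, reads at 0 and 120 min; Test system: Procaspase-3 D3A mutant; Incubation: 1 h enzyme-compound preincubation, then 2 h substrate reaction, 25 °C; Repeats: singlicate, each compound tested once; Benchmarks: low control DMSO wells, high control DMSO plus 5 µM PC-3 D3A.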
Yeast superoxide: caloric restriction mimetics inhibiting age-related superoxide in yeast. superoxide response (% of plate mean), % at 10 µM. hit rate 0.18% among 330,000. S. cerevisiae aged cells, superoxide DHE fluorescence; stronger effect = lower value;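 active = superoxide response under a set limit, about three screen SD below normal, cut at about 65% in these data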;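 note: yeast aged for seven days with compound at 30 °C before DHE staining; 100% = average MFI of all compound-treated wells on the plate with controls excluded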
procasp7 counter: activates human procaspase-7, counter-screen for procaspase-3 activators; P55210; hit rate 0.093% among 330,000; AID 463210; activation, % at 8.5 µM; recombinant procaspase-7, Ac-DEVD-pNA absorbance 405 nm; D23A/D198A/D206A triple mutant, cannot self-cleave; scale: DMSO 0, 5 µM enzyme 100;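 active = percent activation above the screen-wide mean plus 3 SD, cut at about 25% in these data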
Target sequence (P55210 whole entry D23A/D198A/D206A): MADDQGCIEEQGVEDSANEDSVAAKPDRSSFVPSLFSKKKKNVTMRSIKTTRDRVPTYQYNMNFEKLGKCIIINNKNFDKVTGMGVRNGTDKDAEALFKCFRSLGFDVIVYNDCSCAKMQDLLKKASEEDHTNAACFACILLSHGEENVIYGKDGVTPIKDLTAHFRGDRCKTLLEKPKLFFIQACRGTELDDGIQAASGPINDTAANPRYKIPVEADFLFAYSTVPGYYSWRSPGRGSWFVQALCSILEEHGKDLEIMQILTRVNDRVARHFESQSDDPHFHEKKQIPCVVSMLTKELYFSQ
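Assay system: Uncleavable procaspase-7 mutant enzyme | Input: 2 µM procaspase-7 mutant as dispensed | Timing: 1 h compound preincubation, 2 h substrate cleavage, 25 °C | Repeats: One well per compound | Control set: DMSO wells as 0%, DMSO with 5 µM added PC-7 as 100% | Technique: Epi-absorbance of released pNA at 405 nm, two timepoints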
RPL19A TOR yeast: modulators of TOR pathway RPL19A-GFP in S. cerevisiae. S. cerevisiae RPL19A-GFP strain, flow cytometry, 3 h; stronger effect = lower value. hit rate 0.3% among 330,000. percent response vs DMSO, % at 10 µM;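 active = percent response vs DMSO below 50%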;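 note: median channel GFP fluorescence of the barcoded RPL19A-GFP strain; ratio of sample median GFP to plate DMSO average so 100% = DMSO; lower means less RPL19A-GFP as with rapamycin TOR inhibition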
MEP2-GFP yeast: modulators of TOR pathway MEP2-GFP in S. cerevisiae; S. cerevisiae MEP2-GFP strain, flow cytometry GFP, 3 h; 100% = DMSO control level; GFP response vs DMSO, % at 10 µM; hit rate 0.51% among 330,000;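 active = GFP response versus DMSO above a set limit, roughly screen mean plus 3 SD, cut at about 180% in these data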;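 note: median GFP fluorescence of the barcode-gated MEP2-GFP cells per well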
AHR activator: activates the human aryl hydrocarbon receptor | activation, % at 5 µM | hit rate 2.5% among 320,000 | AHR-responsive luciferase reporter cells, luminescence; in the data active = activation above about 47%;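 note: 0% = vehicle wells and 100% = reference agonist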
LAP4 TOR yeast: yeast TOR pathway LAP4-GFP modulation. hit rate 0.34% among 320,000. GFP response vs DMSO, % at 10 µM. AID 2023. S. cerevisiae LAP4-GFP multiplex, flow cytometry GFP, 3 h; median GFP as percent of DMSO wells;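 active = GFP response vs DMSO above a set limit, about the screen mean plus 3 SD, cut at about 150% in these data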
An asterisk follows results filed as active; & = joins results of further samples.

`CN=C(NC)SC1CC(=O)N(c2ccccc2)C1=O` (stereo not given) gave JMJD2C inh -3, proCasp3 act -5, Yeast superoxide 100, procasp7 counter -2, RPL19A TOR yeast 93, MEP2-GFP yeast 94, AHR activator -1 and LAP4 TOR yeast 93.
For Cc1cc(C)n2nc(SCC(=O)Nc3ccc(O)cc3)nc2n1 the results were JMJD2C inh 12, proCasp3 act 2, Yeast superoxide 97, procasp7 counter 9, RPL19A TOR yeast 104, MEP2-GFP yeast 106, AHR activator -3 and LAP4 TOR yeast 103.
`Cc1cccc(C)c1NC(=O)CN1C(=O)N(C)Cc2ccccc21` gave JMJD2C inh 0, proCasp3 act 4, Yeast superoxide 90, procasp7 counter -7, RPL19A TOR yeast 105, MEP2-GFP yeast 108, AHR activator 3 and LAP4 TOR yeast 93.
Screening Cc1noc(C)c1CSc1nc2ccccc2nc1NS(=O)(=O)c1ccc(Cl)cc1 returned JMJD2C inh -12, proCasp3 act -5, Yeast superoxide 114, procasp7 counter -10, RPL19A TOR yeast 93, MEP2-GFP yeast 98, AHR activator 5 and LAP4 TOR yeast 94.
N/C(=N\OC(=O)CCCOc1ccccc1)c1ccc(Br)cc1 was read as JMJD2C inh 1, proCasp3 act -12, Yeast superoxide 98, procasp7 counter 8, RPL19A TOR yeast 96, MEP2-GFP yeast 101, AHR activator 2 and LAP4 TOR yeast 104.
O=[N+]([O-])c1ccc(O)c(-c2cc(C(F)(F)F)nc(-c3ccccc3)n2)c1 was read as JMJD2C inh -25, proCasp3 act -3, Yeast superoxide 110, procasp7 counter -7, RPL19A TOR yeast 102, MEP2-GFP yeast 107, AHR activator 5 and LAP4 TOR yeast 87.
`COCC(C)N1CC(O)=C(c2nc(-c3ccc(Cl)cc3)cs2)C1=N` (stereo not given) gave JMJD2C inh 6, proCasp3 act 9, Yeast superoxide 105, procasp7 counter 6, RPL19A TOR yeast 91, MEP2-GFP yeast 93, AHR activator 19 and LAP4 TOR yeast 89.
Screening Cc1ccc(NC(=O)Cn2c(=O)n(Cc3ccco3)c(=N)c3c4c(sc32)COC(C)(C)C4)cc1 returned JMJD2C inh -3&0, proCasp3 act 1, Yeast superoxide 69, procasp7 counter 12, RPL19A TOR yeast 105, MEP2-GFP yeast 101, AHR activator -2 and LAP4 TOR yeast 96.
Screening CCOc1cc(N2CCOCC2)c(OCC)cc1NC(=O)c1cccc(S(=O)(=O)N2CCOCC2)c1 returned JMJD2C inh 10, proCasp3 act 4, Yeast superoxide 109, procasp7 counter 3, RPL19A TOR yeast 104, MEP2-GFP yeast 99, AHR activator 2 and LAP4 TOR yeast 99.
Screening Cc1cc(C)n(C(C)CC(=O)Nc2ccc(-c3ccno3)cc2)n1 (stereo not given) returned JMJD2C inh 47, proCasp3 act 0, Yeast superoxide 98, procasp7 counter 5, RPL19A TOR yeast 98, MEP2-GFP yeast 92, AHR activator 8 and LAP4 TOR yeast 116.
CCOc1ccccc1N1CCN(C(=O)Nc2ccc(F)c(Cl)c2)CC1 was read as JMJD2C inh -2, proCasp3 act -4, Yeast superoxide 94, procasp7 counter 5, RPL19A TOR yeast 99, MEP2-GFP yeast 99, AHR activator 5 and LAP4 TOR yeast 109.
For Cc1cccc(C)c1NC(=O)NC1(C(=O)NCCN2CCOCC2)CCCCC1 the results were JMJD2C inh 16, proCasp3 act 11, Yeast superoxide 91, procasp7 counter 5, RPL19A TOR yeast 107, MEP2-GFP yeast 107, AHR activator -1 and LAP4 TOR yeast 103.
For C=CCNC(=S)N/N=C/c1ccc(C)s1 the results were JMJD2C inh 16, proCasp3 act 10, Yeast superoxide 95, procasp7 counter 8, RPL19A TOR yeast 96, MEP2-GFP yeast 98, AHR activator 47 and LAP4 TOR yeast 109.
O=C(/C=C/c1ccc(O)c(O)c1)OC(Cc1ccc(O)c(O)c1)C(=O)O (stereo not given) was read as proCasp3 act -23, Yeast superoxide 77, procasp7 counter -32, RPL19A TOR yeast 100, MEP2-GFP yeast 106, AHR activator 0 and LAP4 TOR yeast 105.
`COC(=O)c1c(C)[nH]c(C(=O)NCCc2ccc(S(N)(=O)=O)cc2)c1C` gave JMJD2C inh 2, proCasp3 act 4, Yeast superoxide 97, procasp7 counter -6, RPL19A TOR yeast 98, MEP2-GFP yeast 107, AHR activator 0 and LAP4 TOR yeast 101.
Screening Cc1cc(=O)oc2cc(OCC(=O)NC3CCCC3)ccc12 returned JMJD2C inh -1, proCasp3 act 14, Yeast superoxide 101, procasp7 counter 2, RPL19A TOR yeast 93, MEP2-GFP yeast 117, AHR activator -1 and LAP4 TOR yeast 106.
CCN(CC)S(=O)(=O)c1ccc(C)c(NC(=O)COC(=O)CCC(=O)c2cccs2)c1 was read as JMJD2C inh -3, proCasp3 act -2, Yeast superoxide 99, procasp7 counter -4, RPL19A TOR yeast 110, MEP2-GFP yeast 112, AHR activator 1 and LAP4 TOR yeast 122.
`CCC(C)(C)NC(=O)C(c1ccccc1F)N(Cc1ccco1)C(=O)Cn1nnc2ccccc21` (stereo not given) gave JMJD2C inh -3&14, proCasp3 act 6, Yeast superoxide 110, procasp7 counter 11, RPL19A TOR yeast 97, MEP2-GFP yeast 107, AHR activator -1 and LAP4 TOR yeast 100.
CCc1nnc(NC(=O)CSc2nnc(COc3ccccc3C)o2)s1 was read as JMJD2C inh -14, proCasp3 act -17, Yeast superoxide 95, procasp7 counter -12, RPL19A TOR yeast 96, MEP2-GFP yeast 96, AHR activator 2 and LAP4 TOR yeast 88.
Cc1ccc(-n2cc(C(=O)c3ccc4ccccc4c3O)cn2)cc1 was read as JMJD2C inh -2, proCasp3 act 2, Yeast superoxide 97, procasp7 counter -4, RPL19A TOR yeast 96, MEP2-GFP yeast 100, AHR activator 10 and LAP4 TOR yeast 98.
Clc1cccc(N/N=C(\Cc2nc3ccccc3[nH]2)c2ccccc2)c1 was read as JMJD2C inh 8, proCasp3 act -5, Yeast superoxide 93, procasp7 counter -11, RPL19A TOR yeast 100, MEP2-GFP yeast 100, AHR activator 64* and LAP4 TOR yeast 101.
CCOC(=O)c1cc2ccccc2nc1C was read as JMJD2C inh 12, proCasp3 act -1, Yeast superoxide 113, procasp7 counter 0, RPL19A TOR yeast 103, MEP2-GFP yeast 107, AHR activator 1 and LAP4 TOR yeast 83.
CC1(C)Cc2c(sc(NC(=O)c3ccc4ncsc4c3)c2C(N)=O)C(C)(C)N1 was read as JMJD2C inh -19, proCasp3 act 7, Yeast superoxide 112, procasp7 counter 7, RPL19A TOR yeast 102, MEP2-GFP yeast 100, AHR activator 16 and LAP4 TOR yeast 100.
Screening COCC(=O)NCCc1nc2ccccc2[nH]1 returned JMJD2C inh -10, proCasp3 act 8, Yeast superoxide 87, procasp7 counter -4, RPL19A TOR yeast 98, MEP2-GFP yeast 95, AHR activator 1 and LAP4 TOR yeast 94.

The closing 3 compounds of the part before come first, to join the parts:
CCOC(=O)c1cc2ccccc2nc1C was read as JMJD2C inh 12, proCasp3 act -1, Yeast superoxide 113, procasp7 counter 0, RPL19A TOR yeast 103, MEP2-GFP yeast 107, AHR activator 1 and LAP4 TOR yeast 83.
CC1(C)Cc2c(sc(NC(=O)c3ccc4ncsc4c3)c2C(N)=O)C(C)(C)N1 was read as JMJD2C inh -19, proCasp3 act 7, Yeast superoxide 112, procasp7 counter 7, RPL19A TOR yeast 102, MEP2-GFP yeast 100, AHR activator 16 and LAP4 TOR yeast 100.
Screening COCC(=O)NCCc1nc2ccccc2[nH]1 returned JMJD2C inh -10, proCasp3 act 8, Yeast superoxide 87, procasp7 counter -4, RPL19A TOR yeast 98, MEP2-GFP yeast 95, AHR activator 1 and LAP4 TOR yeast 94.
`CC(=O)c1cc(C#N)c(N2CCN(c3ccccc3)CC2)nc1C` gave JMJD2C inh 13, proCasp3 act -5, Yeast superoxide 96, procasp7 counter -2, RPL19A TOR yeast 102, MEP2-GFP yeast 108, AHR activator -6 and LAP4 TOR yeast 111.
For c1ccc(-c2nc(N3CCCC3)nc3ccccc23)cc1 the results were JMJD2C inh 19, proCasp3 act 0, Yeast superoxide 105, procasp7 counter -5, RPL19A TOR yeast 87, MEP2-GFP yeast 95, AHR activator 3 and LAP4 TOR yeast 79.
`CCOC(=O)CSc1nc(C(C)C)nc2sc(C)c(C)c12` gave JMJD2C inh 9, proCasp3 act -3, Yeast superoxide 98, procasp7 counter -11, RPL19A TOR yeast 91, MEP2-GFP yeast 99, AHR activator 1 and LAP4 TOR yeast 96.
Screening CC(NC(=O)C1CCC(CNc2c(N3CCOCC3)c(=O)c2=O)CC1)c1ccccc1 (stereo not given) returned JMJD2C inh 4, proCasp3 act 1, Yeast superoxide 91, procasp7 counter 5, RPL19A TOR yeast 101, MEP2-GFP yeast 97, AHR activator -4 and LAP4 TOR yeast 102.
For COc1ccccc1NC(=O)c1ccc(S(=O)(=O)NCc2ccco2)cc1 the results were JMJD2C inh 2, proCasp3 act -1, Yeast superoxide 104, procasp7 counter 6, RPL19A TOR yeast 98, MEP2-GFP yeast 95, AHR activator 18 and LAP4 TOR yeast 98.
For Clc1ccccc1-c1nc2nc3ccccc3nc2n1-c1ccc2c(c1)OCO2 the results were JMJD2C inh -2, proCasp3 act -10, Yeast superoxide 97, procasp7 counter 2, RPL19A TOR yeast 100, MEP2-GFP yeast 149, AHR activator 16 and LAP4 TOR yeast 116.
For CSc1ccc(S(=O)(=O)NCC(=O)OCC(=O)N(C)Cc2ccccc2)cc1[N+](=O)[O-] the results were JMJD2C inh -10, proCasp3 act -13, Yeast superoxide 88, procasp7 counter 1, RPL19A TOR yeast 91, MEP2-GFP yeast 89, AHR activator -2 and LAP4 TOR yeast 95.
Screening O=C1CC(=O)C(n2cncn2)C(c2ccc(Cl)cc2Cl)C1 (stereo not given) returned JMJD2C inh -2, proCasp3 act 5, Yeast superoxide 108, procasp7 counter -6, RPL19A TOR yeast 98, MEP2-GFP yeast 109, AHR activator -2 and LAP4 TOR yeast 97.
O=C(NCCCCCCNC(=O)c1ccncc1)c1ccncc1 was read as JMJD2C inh 3, proCasp3 act 0, Yeast superoxide 92, procasp7 counter 10, RPL19A TOR yeast 97, MEP2-GFP yeast 86, AHR activator 1 and LAP4 TOR yeast 90.
`COc1ccc(NC(=O)c2ccc(S(=O)(=O)N3CCCCC3)cc2)c(OC)c1` gave JMJD2C inh 1, proCasp3 act 4, Yeast superoxide 100, procasp7 counter -2, RPL19A TOR yeast 97, MEP2-GFP yeast 103, AHR activator 1 and LAP4 TOR yeast 89.
Cc1ccc(Nc2nc(N)c3ccccc3n2)cc1Cl was read as JMJD2C inh -3, proCasp3 act 2, Yeast superoxide 104, procasp7 counter 4, RPL19A TOR yeast 104, MEP2-GFP yeast 102, AHR activator 17 and LAP4 TOR yeast 88.
`Cc1nc(Nc2ccc(C(=O)O)cc2)nc(Nc2ccc(C(=O)O)cc2)c1[N+](=O)[O-]` gave JMJD2C inh 3, proCasp3 act -4, Yeast superoxide 99, procasp7 counter 4, RPL19A TOR yeast 94, MEP2-GFP yeast 105, AHR activator -1 and LAP4 TOR yeast 118.
`Nc1c(C(=O)N/N=C/c2ccc(F)cc2)oc2nc(-c3ccccc3)cc(-c3ccco3)c12` gave JMJD2C inh -15, proCasp3 act -1, Yeast superoxide 100, procasp7 counter 3, RPL19A TOR yeast 98, MEP2-GFP yeast 95, AHR activator 57* and LAP4 TOR yeast 101.
